FUS suppressor: FUS proteinopathy suppression in yeast; S. cerevisiae FUS-expressing, growth rescue, OD600, 24 h; 0.24% of 390,000 active; Potency, µM (titrated, usually from 76.6 µM), without a hit: at the top dose growth rescue (activation), actives largely listed as activators;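 further: potency means the concentration at half of the fitted maximal effect; plate controls were DMSO vehicle for no effect and reference control for full effect; nearly all actives have a fitted effect of over 55% in size; some results filed as inactive show a strong effect at the top dose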
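Cultures pregrown in 2.5% raffinose medium are shifted to minimal medium containing 2% galactose to express toxic FUS. Compounds are tested at several concentrations. After 24hr at 30C, growth is quantified at 600 nm absorbance.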
Abeta yeast res: A-beta toxicity reversal in yeast; AID 1347071; 0.063% of 410,000 active; yeast expressing A-beta42, growth rescue, OD600, 48 h; response scale: 0% DMSO, 100% iron-clioquinol control; Potency, µM (series often up to 46.1 µM), for the others: at the top dose growth rescue, hits mostly activators; further: potency means the concentration at half of the fitted maximal effect; nearly all actives have a fitted effect of over 55% in size
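Growth rescue measured by 600 nm absorbance after 48 h yeast culture at 30 C with compound. Values normalized between DMSO and an equimolar ferric chloride plus clioquinol control.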
TDP43 rescue: inhibitors of TDP-43 toxicity in yeast; TDP-43 expressing yeast growth rescue, BacTiter-Glo, 24 h; Potency, µM (doses to about 46.1 µM), without a hit: at the highest dose growth rescue (activation), actives largely listed as activators; 1.8% of 410,000 active; AID 652104; further: potency means the concentration at half of the fitted maximal effect; % of control where 0% means no effect; nearly all actives have a fitted effect of over 50% in size
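Growth rescue of TDP-43-toxic yeast measured as ATP luminescence (BacTiter-Glo). Cells grown to mid-log in raffinose, induced in galactose at OD600=0.02, exposed to compound 24 hr at 30 deg C.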
GLP1R inv ag: inverse agonists of human GLP-1 receptor. HEK293 GLP-1R CRE-luciferase, luminescence, 24 h; GLP-1R form is constitutively active. P43220. Potency, µM (titrated, usually from 38.3 µM), without a hit: top-dose activity change, negative = inhibition, actives largely listed as inhibitors. 1.6% of 410,000 active; further: potency means the concentration at half of the fitted maximal effect; on the % scale 0 is the no-effect control and ±100 the full control effect; nearly all actives have a fitted effect of over 55% in size
Target sequence (P43220 whole entry, looked up): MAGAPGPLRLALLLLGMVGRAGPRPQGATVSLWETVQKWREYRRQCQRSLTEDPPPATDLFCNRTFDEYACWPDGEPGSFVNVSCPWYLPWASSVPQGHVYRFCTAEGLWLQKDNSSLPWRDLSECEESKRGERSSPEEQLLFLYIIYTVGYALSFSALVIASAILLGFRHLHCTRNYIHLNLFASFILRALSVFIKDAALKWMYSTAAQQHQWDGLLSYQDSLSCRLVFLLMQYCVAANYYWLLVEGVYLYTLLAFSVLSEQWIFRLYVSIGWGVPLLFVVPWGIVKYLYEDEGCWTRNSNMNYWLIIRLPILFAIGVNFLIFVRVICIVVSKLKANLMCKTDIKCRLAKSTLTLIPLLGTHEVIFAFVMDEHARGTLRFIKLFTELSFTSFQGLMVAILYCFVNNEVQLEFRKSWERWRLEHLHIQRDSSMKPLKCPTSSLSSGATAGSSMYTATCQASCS
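Inverse agonism was detected as reduced cAMP-driven luciferase luminescence after 24 h compound treatment. The cells were HEK293 clones expressing constitutively active human GLP-1R with the reporter. Reporter-only and GPR119 cell lines served as counterscreen controls.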
Akt phos inh: blocks phosphorylation of Akt; AID 651550; Neuro2A IGF-stimulated pAkt S473 HTRF, 20 min; active compounds read low; activity change, % for hits at 50 µM; 0.32% of 360,000 active; in the data active means activity change below about -80%; inconclusive means mostly about -51% to -80%; further: on the % scale 0 is the no-effect control and ±100 the full control effect
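Single-point screen (50 µM final compound) in Neuro2A cells stimulated 20 min with 6 nM IGF at 37 deg C. After lysis, Ser473-phosphorylated Akt read by HTRF (ex 330 nm, em 615/665 nm) as the 665/615 ratio.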
PTHR1 agonist: activates the human parathyroid hormone receptor PTHR1; Q03431; HEK293 GP2 PTHR1 cells, GloSensor cAMP luminescence, 1 h; Potency, µM (titrated, usually from 115 µM), without a hit: at the top dose activation, usual class: activators; 0.075% of 410,000 active; AID 743266; further: potency means the concentration at half of the fitted maximal effect; nearly all actives have a fitted effect of over 55% in size; some results filed as inactive show a strong effect at the top dose; inactives centre near -15; many of its hits are not listed in these tables
Target sequence (Q03431 whole entry, looked up): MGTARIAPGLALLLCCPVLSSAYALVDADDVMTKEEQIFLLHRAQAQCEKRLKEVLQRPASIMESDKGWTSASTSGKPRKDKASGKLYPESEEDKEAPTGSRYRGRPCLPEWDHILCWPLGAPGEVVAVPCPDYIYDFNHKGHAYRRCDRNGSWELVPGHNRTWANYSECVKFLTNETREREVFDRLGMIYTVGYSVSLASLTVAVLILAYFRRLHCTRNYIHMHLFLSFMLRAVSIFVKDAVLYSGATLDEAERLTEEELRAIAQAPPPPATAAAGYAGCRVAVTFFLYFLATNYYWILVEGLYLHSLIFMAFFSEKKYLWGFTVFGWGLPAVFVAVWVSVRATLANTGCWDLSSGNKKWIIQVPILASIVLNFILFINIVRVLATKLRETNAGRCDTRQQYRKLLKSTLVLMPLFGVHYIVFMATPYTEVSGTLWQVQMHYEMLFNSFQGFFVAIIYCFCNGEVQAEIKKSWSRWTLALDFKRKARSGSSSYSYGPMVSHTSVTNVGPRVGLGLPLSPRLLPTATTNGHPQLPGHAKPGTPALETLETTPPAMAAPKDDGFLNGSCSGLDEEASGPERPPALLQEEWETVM
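HEK-293-derived GP2 cells expressing PTHR1 and a GloSensor cAMP reporter, 3,000/well, plated overnight, given luciferin plus IBMX (each 0.5 mM as added) for 1 h at 37 °C, then compound for 1 h at 37 °C. Luminescence was read after 15 min at room temperature.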
aSyn yeast inh: inhibitors of alpha-synuclein toxicity in yeast | AID 652106 | 0.14% of 370,000 active | Potency, µM (highest dose often 46.1 µM), for the others: at the top dose growth rescue (activation), hits mostly activators | Yeast expressing alpha-synuclein, growth rescue, BacTiter-Glo, 24 h; further: potency means the concentration at half of the fitted maximal effect; % of control where 0% means no effect; nearly all actives have a fitted effect of over 65% in size
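Rescue of yeast growth: cells expressing toxic alpha-synuclein, induced in galactose at OD600 0.02, incubated with compound 24 h at 30 C. ATP luminescence quantified growth; inhibitors of toxicity appear as activators.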
HEK293 tox: cytotoxic in the GLP-1 receptor inverse agonist counter-screen. 0.13% of 410,000 active. Potency, µM (series often up to 38.3 µM), inactives show at the highest dose activity change, negative = inhibition, actives largely listed as inhibitors. HEK293 cAMP-luciferase reporter cells, luminescence, 24 h;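 further: loss of luciferase light is scored as toxicity; potency means the concentration at half of the fitted maximal effect; on the % scale 0 is the no-effect control and ±100 the full control effect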
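Luminescence readout: signal drop marks cytotoxicity. Plated cells grew 12 h at 37 °C, 5% CO2, received 23 nL compound for 24 h, then got luciferase reagent, read after 12 min at RT.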
Mm-Cpn inhibitor: blocks the Methanococcus maripaludis chaperonin Mm-Cpn; purified Mm-Cpn ATPase, ADP Transcreener TR-FRET; Potency, µM (titrated, usually from 76.9 µM), without a hit: top-dose activity, negative = inhibition, most hits filed as inhibitors; 0.031% of 330,000 active; further: potency means the concentration at half of the fitted maximal effect; on the % scale 0 is the no-effect control and ±100 the full control effect; nearly all actives have a fitted effect of over 80% in size
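Compound-treated chaperonin, 25 nM final, turns over 10 uM ATP at 37°C for 30 min following a 10 min preincubation; ADP generated competes with ADP-d2 for Eu-cryptate antibody, lowering FRET.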
Starred values were filed as active, the others as inactive; [ ] = another dose, or the depositor's remark. Unless noted, the call rests on the fitted dose curve; in most records, active means well fitted curve in the direction sought with a large enough effect; inconclusive means small, poorly fitted or top-dose-only effect, or another doubt; inactive means no such curve, though single readings can be large; an effect the other way counts as inactive or inconclusive.

CCCN(C(=O)c1cc(S(=O)(=O)N2CCN(CC)CC2)ccc1Cl)C1CCS(=O)(=O)C1 (configuration not stated) was read as Abeta yeast res -17%, TDP43 rescue -17%, GLP1R inv ag 17%, Akt phos inh inactive, PTHR1 agonist -6%, aSyn yeast inh 3% and HEK293 tox -19%.
`COc1ccc(C)cc1NC(=O)COCC(=O)O` gave FUS suppressor 13%, Abeta yeast res -5%, TDP43 rescue -13%, GLP1R inv ag 0%, Akt phos inh inactive, PTHR1 agonist inactive, aSyn yeast inh 3%, HEK293 tox 4% and Mm-Cpn inhibitor -1%.
`COc1cc(NC(=S)NC(=O)CCc2ccccc2)cc(OC)c1` gave Abeta yeast res 0%, TDP43 rescue 23%, GLP1R inv ag inconclusive, Akt phos inh inactive, PTHR1 agonist -18%, aSyn yeast inh -8%, HEK293 tox inconclusive and Mm-Cpn inhibitor 0%.
Screening CC(CC(=O)Nc1ccc(S(=O)(=O)N2CCOCC2)cc1)c1ccccc1 (configuration not stated) returned FUS suppressor 8%, Abeta yeast res -11%, TDP43 rescue -4%, GLP1R inv ag 0%, Akt phos inh inactive, PTHR1 agonist inactive, aSyn yeast inh 6%, HEK293 tox -1% and Mm-Cpn inhibitor 0%.
For CCCCn1c(CNC(=O)C(C)(C)C)nc2ccccc21 the results were FUS suppressor 11%, Abeta yeast res -1%, TDP43 rescue 0%, GLP1R inv ag -13%, Akt phos inh inactive, PTHR1 agonist -8%, aSyn yeast inh 1%, HEK293 tox -5% and Mm-Cpn inhibitor 2%.
Cc1ccc(S(=O)(=O)NC(CC(C)C)C(=O)NCc2ccco2)cc1 (configuration not stated) was read as FUS suppressor 4%, Abeta yeast res 13%, TDP43 rescue -7%, GLP1R inv ag 0%, Akt phos inh inactive, PTHR1 agonist inactive, aSyn yeast inh 7%, HEK293 tox -8% and Mm-Cpn inhibitor -18%.
Screening Cc1cc(C)c2nc(N3CCCC(C(=O)NCc4cccc(Br)c4)C3)sc2c1 (configuration not stated) returned FUS suppressor -3%, Abeta yeast res -3%, TDP43 rescue 3%, GLP1R inv ag -4%, PTHR1 agonist inactive and HEK293 tox 3%.
COc1ccc(CCNS(=O)(=O)c2ccccc2)cc1OC was read as FUS suppressor 16%, Abeta yeast res -10%, TDP43 rescue -10%, GLP1R inv ag 15%, Akt phos inh inactive, PTHR1 agonist inactive, aSyn yeast inh 5%, HEK293 tox -11% and Mm-Cpn inhibitor 0%.
`CC1Sc2ccc(S(=O)(=O)NCc3ccccc3)cc2NC1=O` (configuration not stated) gave FUS suppressor 18%, Abeta yeast res 12%, TDP43 rescue -23%, GLP1R inv ag -14%, Akt phos inh inactive, PTHR1 agonist -1%, aSyn yeast inh 0%, HEK293 tox -6% and Mm-Cpn inhibitor 2%.
`Cc1cccc(C)c1NC(=O)CNC(=O)C(NC(=O)c1ccc(C(C)(C)C)cc1)C(C)C` (configuration not stated) gave FUS suppressor -2%, Abeta yeast res 2%, TDP43 rescue 12%, GLP1R inv ag -22%, Akt phos inh inactive, PTHR1 agonist -29%, aSyn yeast inh 1%, HEK293 tox -4% and Mm-Cpn inhibitor 0%.
Screening COc1ccc(C2=CC(c3cccc(OC)c3)n3nnnc3N2)cc1 (configuration not stated) returned FUS suppressor 2%, Abeta yeast res -1%, TDP43 rescue 4%, GLP1R inv ag 16%, Akt phos inh inactive, PTHR1 agonist 0%, aSyn yeast inh -11%, HEK293 tox 463%[activator] and Mm-Cpn inhibitor -5%.
`COc1cccc(C(C(=O)NC2CCCCC2)N(CC2CCCO2)C(=O)CNC(=O)c2ccco2)c1` (configuration not stated) gave FUS suppressor 24%, Abeta yeast res -2%, TDP43 rescue 3%, GLP1R inv ag 1%, Akt phos inh inactive, PTHR1 agonist inactive, aSyn yeast inh -3%, HEK293 tox -17% and Mm-Cpn inhibitor -2%.
`CCc1nnc(NC(=O)CS(=O)(=O)c2ccccc2)s1` gave FUS suppressor 29%, Abeta yeast res -11%, TDP43 rescue -14%, GLP1R inv ag 14%, Akt phos inh inactive, PTHR1 agonist 0%, aSyn yeast inh 1%, HEK293 tox 5% and Mm-Cpn inhibitor -1%.
Screening COCCNC(=O)C1(C)CCCN(Cc2ccc(OC)cc2)C1 (configuration not stated) returned FUS suppressor -8%, Abeta yeast res -16%, TDP43 rescue 2%, GLP1R inv ag 11%, Akt phos inh inactive, PTHR1 agonist -2%, aSyn yeast inh -1% and HEK293 tox 1%.
For Cc1onc(-c2ccccc2)c1C(=O)N1CCN(CCc2ccccc2)CC1 the results were FUS suppressor 2%, Abeta yeast res 6%, TDP43 rescue -14%, GLP1R inv ag -8%, Akt phos inh inactive, PTHR1 agonist inactive, aSyn yeast inh -1%, HEK293 tox 22% and Mm-Cpn inhibitor 0%.
For O=C(O)c1ccc(C2SCC(=O)N2Cc2ccccc2)cc1 (configuration not stated) the results were FUS suppressor -4%, Abeta yeast res 9%, TDP43 rescue -9%, GLP1R inv ag 31%, Akt phos inh inactive, PTHR1 agonist 0%[57.5 µM], aSyn yeast inh 0%, HEK293 tox -5% and Mm-Cpn inhibitor 0%.
Screening COc1cc(C(=O)Nc2nc(-c3cccs3)cs2)cc(OC)c1OC returned FUS suppressor 15%, Abeta yeast res 8%, TDP43 rescue -3%, GLP1R inv ag inconclusive, Akt phos inh inactive, PTHR1 agonist -25%[57.5 µM], aSyn yeast inh -10%, HEK293 tox inconclusive and Mm-Cpn inhibitor -9%.
CC1CN(CCCOc2ccccc2[N+](=O)[O-])CC(C)O1 (configuration not stated) was read as FUS suppressor 15%, Abeta yeast res 0%, TDP43 rescue -11%, GLP1R inv ag 1%, Akt phos inh inactive, PTHR1 agonist inactive, aSyn yeast inh 0%, HEK293 tox -11% and Mm-Cpn inhibitor -2%.
For CCOC(=O)C1=CCC(c2ccccc2C(F)(F)F)N(S(=O)(=O)c2ccc(C)cc2)C1 (configuration not stated) the results were FUS suppressor 24%, Abeta yeast res -19%, TDP43 rescue -11%, GLP1R inv ag inconclusive, Akt phos inh inactive, PTHR1 agonist -14%, aSyn yeast inh -8% and HEK293 tox -11%.
`CCOC(=O)C1CCCN(C(=O)CCCn2nc(C)n3c(cc4sccc43)c2=O)C1` (configuration not stated) gave FUS suppressor -9%, Abeta yeast res -2%, TDP43 rescue 29%, GLP1R inv ag 20%, Akt phos inh inactive, PTHR1 agonist inactive, aSyn yeast inh 3%, HEK293 tox 0% and Mm-Cpn inhibitor 2%.
Screening CCOC(=O)c1c(NS(=O)(=O)Cc2ccccc2)sc2c1CCCC2 returned FUS suppressor -3%, Abeta yeast res 13%, TDP43 rescue 13%, GLP1R inv ag 0%, Akt phos inh inactive, PTHR1 agonist -72%[inhibitor], aSyn yeast inh -10%, HEK293 tox 3% and Mm-Cpn inhibitor 0%.
O=C(Nc1ccccc1)Nc1nnc([C@H]2C[C@H](O)[C@@H](CO)O2)s1 was read as FUS suppressor -13%, Abeta yeast res -8%, TDP43 rescue 26%, GLP1R inv ag 16%, Akt phos inh inactive, PTHR1 agonist -34%[inhibitor], aSyn yeast inh 0% and HEK293 tox 7%.
Screening Cc1nnc(NC(=O)CSc2nnc(CNC(=O)c3ccccc3)o2)s1 returned Abeta yeast res -5%, TDP43 rescue 5%, GLP1R inv ag 11%, Akt phos inh inactive, PTHR1 agonist inactive, aSyn yeast inh 2%, HEK293 tox -1% and Mm-Cpn inhibitor 0%.
`COc1cc(OC)cc(C(=O)N2CCN(C(=O)COc3ccc(C)cc3)CC2)c1` gave FUS suppressor 0%, Abeta yeast res 3%, TDP43 rescue 28%, GLP1R inv ag -11%, PTHR1 agonist -18%, aSyn yeast inh 0% and HEK293 tox 1%.
`COc1ccc(NC(=O)[C@H](C)NS(=O)(=O)c2ccc(NC(C)=O)cc2)cc1Cl` gave FUS suppressor -4%, Abeta yeast res 2%, TDP43 rescue 20%, GLP1R inv ag -4%, Akt phos inh inactive, PTHR1 agonist -29%, aSyn yeast inh -2% and HEK293 tox 7%.
Screening O=C(OCc1ccccc1F)c1cnc(Cl)c(Cl)c1 returned FUS suppressor -1%, Abeta yeast res 5%, TDP43 rescue -1%, GLP1R inv ag -7%, Akt phos inh inactive, PTHR1 agonist inactive, aSyn yeast inh -7%, HEK293 tox -5% and Mm-Cpn inhibitor 1%.
For O=C(Oc1ccc(F)cc1)c1ccc2c(=O)n3c(nc2c1)CCC3 the results were FUS suppressor 24%, Abeta yeast res -8%, TDP43 rescue 18%, GLP1R inv ag 9%, Akt phos inh inactive, PTHR1 agonist -35%[inhibitor], aSyn yeast inh -6%, HEK293 tox 1% and Mm-Cpn inhibitor 1%.
`CCOC(=O)C1=C(N)OC2=C(C(=O)CC(C)C2)C1c1cccnc1` (configuration not stated) gave FUS suppressor 18%, Abeta yeast res 2%, TDP43 rescue 6%, GLP1R inv ag 18%, Akt phos inh inactive, PTHR1 agonist -11%, aSyn yeast inh 4%, HEK293 tox 0% and Mm-Cpn inhibitor 3%.

Looked up by compound from above (two):
For Cc1onc(-c2ccccc2)c1C(=O)N1CCN(CCc2ccccc2)CC1 the results were FUS suppressor 2%, Abeta yeast res 6%, TDP43 rescue -14%, GLP1R inv ag -8%, Akt phos inh inactive, PTHR1 agonist inactive, aSyn yeast inh -1%, HEK293 tox 22% and Mm-Cpn inhibitor 0%.
For CCCCn1c(CNC(=O)C(C)(C)C)nc2ccccc21 the results were FUS suppressor 11%, Abeta yeast res -1%, TDP43 rescue 0%, GLP1R inv ag -13%, Akt phos inh inactive, PTHR1 agonist -8%, aSyn yeast inh 1%, HEK293 tox -5% and Mm-Cpn inhibitor 2%.

Screens (PubChem BioAssay)

An excerpt, so the mix of outcomes need not match the whole.
